Siah-1 displacement = Siah-1 peptide-binding antagonists, primary screen, biochemical, fluorescence polarization, rhodamine-plectin, uHTS (AID 1817). 290,000 tested, 0.02% active. E3 ubiquitin-protein ligase SIAH1 (Homo sapiens). displacement, % at 20 µM; hits with a dose series show IC50 in µM. Siah-1 / rhodamine-plectin peptide fluorescence polarization; higher % means a stronger effect;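 active = displacement of at least 50% at 20 µM, with a fluorescence ratio check between 0.3 and a set limit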;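 note: plate controls were Siah plus tracer with DMSO for no effect and tracer alone without Siah for full effect; strong numbers were not always called active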
HIV fusion peptide = inhibitors of HIV fusion peptide binding, primary screen, biochemical, uHTS, fluorescence dequenching (AID 1986). cell-free peptide binding, fluorescence dequenching, 30 min; higher % means a stronger effect. inhibition, % at 20 µM; hits with a dose series show IC50 in µM. 290,000 tested, 0.3% active; in the data active = inhibition mostly above about 52%, no sharp cut-off; inactive = mostly below about 76%; note: some results filed as inactive read as strong as hits
AID2073 = inhibitors of Mint1-CaV2.2 protein interaction, biochemical, HTRF (AID 2073); Voltage-dependent N-type calcium channel subunit alpha-1B (Homo sapiens); HTRF protein-protein interaction, Mint1-CaV2.2; higher % means a stronger effect; one-dose inhibition, % at 20 µM; IC50 in µM for titrated hits; 290,000 tested, 0.19% active; in the data active = inhibition mostly above about 51%, no sharp cut-off; note: some results filed as inactive read as strong as hits
NOD1 NF-kB reporter = NOD1 signaling inhibitors, primary screen, cell-based, luminescence, uHTS (AID 1578). NOD1-driven NF-kB luciferase reporter cells, luminescence; higher % means a stronger effect. inhibition, % at 4 µM; hits with a dose series show EC50 in µM. 290,000 tested, 1% active; in the data active = inhibition mostly above about 36%, no sharp cut-off; inactive = mostly below about 34%;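 note: HEK-293T reporter cells stimulated with the NOD1 agonist gamma-tri-DAP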
KOR beta-arrestin-1 = KOR agonists, beta-arrestin recruitment, primary screen, cell-based, luminescence, uHTS (AID 1777) | Kappa-type opioid receptor (Homo sapiens) | KOR beta-arrestin recruitment, luminescence; higher % means a stronger effect | one-dose activation, % at 10 µM; EC50 in µM for titrated hits | 280,000 tested, 0.02% active; in the data active = activation above about 50%, passing the limit was not always enough; note: a part of the inactive calls stands beside numbers as strong as those of hits
GPR55 activation = GPR55 agonists via beta-arrestin recruitment, primary screen, imaging, U2OS cells, beta-arrestin-GFP redistribution (AID 1961); one-dose activation, % at 10 µM; EC50 in µM for titrated hits; 290,000 tested, 0.048% active; U2OS GPR55 beta-arrestin-GFP redistribution imaging; higher % means a stronger effect; G-protein coupled receptor 55 (Homo sapiens);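 active = activation above 40% with more than 50 cells counted in the well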;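 note: U2OS osteosarcoma cells stably expressing GPR55 and beta-arrestin-GFP; plate controls were DMSO negative control for no effect and LPI positive control for full effect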
GPR55 antagonists = GPR55 antagonists blocking LPI-driven arrestin recruitment, primary screen, imaging, U2OS, beta-arrestin-GFP, LPI agonist (AID 2013); G-protein coupled receptor 55 (Homo sapiens); U2OS GPR55 beta-arrestin-GFP translocation imaging, LPI antagonism; higher % means a stronger effect; inhibition, % at 10 µM; hits with a dose series show IC50 in µM; 290,000 tested, 0.13% active;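 active = spots per cell inhibited over 60%, with over 100 cells counted and total cytoplasm intensity under 500,000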;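 note: U2OS cells stably carrying GPR55 and arrestin-GFP stimulated by 5 µM LPI near EC80; imaged beta-arrestin-GFP aggregate spots per cell after agonist stimulation; plate controls were LPI-stimulated DMSO wells for no effect and DMSO wells without LPI for full effect; some results filed as inactive read as strong as hits; confirmed hits need IC50 under 10 µM and bright autofluorescent wells are also inconclusive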
GPR35 arrestin U2OS = GPR35 antagonists blocking zaprinast-driven arrestin recruitment, primary screen, imaging, U2OS, beta-arrestin-GFP, zaprinast agonist (AID 2058); G-protein coupled receptor 35 (Homo sapiens); U2OS GPR35 beta-arrestin-GFP translocation imaging, zaprinast antagonism; higher % means a stronger effect; one-dose inhibition, % at 10 µM; IC50 in µM for titrated hits; 290,000 tested, 0.052% active;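 active = inhibition of at least 50% with at least 30 cells and total cytoplasm GFP at most 10,000,000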
KOR beta-arrestin-2 = KOR antagonists, beta-arrestin recruitment, cell-based, luminescence, uHTS (AID 1778) | KOR beta-arrestin recruitment, luminescence, antagonist mode; higher % means a stronger effect | one-dose inhibition, % at 10 µM; IC50 in µM for titrated hits | 290,000 tested, 0.091% active; in the data active = inhibition above about 50%; note: strong numbers were not always called active
* hit, by the source's call; nt = no result given; [ ] = another dose, or the depositor's remark. Some of the compounds tested; count on the stated rates, not on these rows.

Results follow in this order: Siah-1 displacement	HIV fusion peptide	AID2073	NOD1 NF-kB reporter	KOR beta-arrestin-1	GPR55 activation	GPR55 antagonists	GPR35 arrestin U2OS	KOR beta-arrestin-2
> CCc1ccc2[nH]c(=O)c(CN(Cc3ccccc3)C(=O)Nc3ccccc3OC)cc2c1
→ 4.0%	-2.1%	0.8%	5.8%	-9.9%	-0.2%	19.8%	-14.9%	-26.9%
> Cn1cc(/C=C(\NC(=O)c2ccccc2)C(=O)NCCCN2CCOCC2)c2ccccc21
→ 1.4%	0.3%	-8.0%	-11.4%	1.6%	-0.2%	12.0%	-12.9%	7.0%
> CCCc1nc(N)sc1C(=O)OCC
→ 1.6%	-2.2%	-32.1%	3.8%	0.3%	-0.3%	22.1%	5.5%	-15.4%
> CC(C)CCC1CC(CSC(=N)N)OC1=O (configuration not stated)
→ -1.4%	-1.0%	0.4%	1.5%	-4.6%	0.1%	7.3%	7.7%	-32.3%
> O=[N+]([O-])c1ccc2nc(SCc3cn4ccccc4n3)[nH]c2c1
→ -3.0%	4.4%	-16.8%	-9.8%	-7.2%	-0.2%	-11.1%	-5.4%	-9.8%
> CCOC(=O)C1CCCN(C(=O)c2sc3nc(C)nc(N(CC)CC)c3c2C)C1 (configuration not stated)
→ -1.8%	-2.3%	-5.5%	-13.6%	3.4%	0.2%	-10.2%	-7.4%	-14.4%
> COc1ccc2[nH]c(=O)c(C3c4cc(OC)c(OC)cc4CCN3C(=O)c3ccco3)cc2c1 (configuration not stated)
→ 13.5%	2.1%	10.2%	0.1%	4.3%	-0.1%	10.6%	14.6%	-4.7%
> O=C(CSc1nc2ccccc2c(=O)[nH]1)c1ccc(O)c(O)c1
→ -9.6%	19.5%	-5.1%	-11.7%	2.8%	0.2%	2.7%	5.5%	27.7%
> CC1(CC(=O)N/N=C/c2ccc(-c3ccc(Cl)cc3)o2)OCCO1
→ -1.9%	0.5%	-3.1%	-16.7%	1.4%	-0.2%	-3.2%	0.1%	-28.6%
> COc1ccc(-n2nc(C(=O)NCC(=O)NC3CCCCC3)c3ccccc3c2=O)cc1
→ 1.9%	0.0%	10.2%	0.9%	2.1%	-0.2%	-2.9%	-1.6%	-9.4%
> Cc1ccc2c(c1)nnn2C1CCN(S(=O)(=O)c2ccc(C(=O)N3C(C)CCCC3C)cc2)CC1 (configuration not stated)
→ 1.9%	-3.5%	-13.5%	1.3%	-5.0%	0.0%	-2.1%	-5.0%	13.3%
> Clc1ccc(-c2nnc(-c3ccc(Br)o3)o2)c(Cl)c1
→ 3.0%	-1.4%	2.9%	-104.3%	3.0%	-0.2%	-17.3%	-6.6%	28.0%
> Cc1oncc1C(=O)Nc1ccc2ccccc2c1
→ 6.8%	-1.1%	5.3%	-59.8%	-2.1%	0.7%	1.9%	-5.8%	5.0%
> Cc1cc(-c2nc3ccccc3c(=O)o2)ccc1[N+](=O)[O-]
→ -3.4%	2.1%	1.7%	-7.0%	-3.5%	0.4%	-6.3%	5.9%	-8.2%
> CCC(Sc1ncccc1C(=O)O)C(=O)N1CCOCC1 (configuration not stated)
→ -0.5%	2.9%	4.3%	12.0%	-3.0%	0.6%	11.5%	8.6%	17.3%
> CCN(CC)C(=O)CNc1ccc(C(F)(F)F)cc1[N+](=O)[O-]
→ 6.7%	18.2%	2.2%	-28.5%	4.9%	-0.2%	15.7%	-6.5%	nt
> Cc1c(C(=O)N2C[C@@H](C)O[C@@H](C)C2)oc2c(F)cccc12
→ -10.9%	-0.9%	16.4%	-29.9%	3.3%	0.4%	-4.5%	-3.8%	-42.7%
> CC1CCN(S(=O)(=O)c2ccc3c(c2)N(CC(=O)NCc2cccnc2)C(=O)CS3)CC1
→ -0.6%	-0.5%	2.3%	-4.9%	-0.8%	-0.1%	6.2%	10.9%	17.5%
> O=C(Nc1ccccc1)c1c(F)c(F)c(F)c(F)c1F
→ 0.1%	0.2%	5.7%	2.8%	2.6%	0.2%	8.1%	4.0%	-2.7%
> Cc1c(NC(=O)C2CCCO2)cccc1[N+](=O)[O-] (configuration not stated)
→ -0.1%	4.8%	10.1%	-7.1%	-6.5%	-0.1%	-0.4%	17.1%	3.9%

Overlap with the part before: 3 entries; new compounds follow.
Results follow in this order: Siah-1 displacement	HIV fusion peptide	AID2073	NOD1 NF-kB reporter	KOR beta-arrestin-1	GPR55 activation	GPR55 antagonists	GPR35 arrestin U2OS	KOR beta-arrestin-2
> CC1CCN(S(=O)(=O)c2ccc3c(c2)N(CC(=O)NCc2cccnc2)C(=O)CS3)CC1
→ -0.6%	-0.5%	2.3%	-4.9%	-0.8%	-0.1%	6.2%	10.9%	17.5%
> O=C(Nc1ccccc1)c1c(F)c(F)c(F)c(F)c1F
→ 0.1%	0.2%	5.7%	2.8%	2.6%	0.2%	8.1%	4.0%	-2.7%
> Cc1c(NC(=O)C2CCCO2)cccc1[N+](=O)[O-] (configuration not stated)
→ -0.1%	4.8%	10.1%	-7.1%	-6.5%	-0.1%	-0.4%	17.1%	3.9%
> COc1ccc(CNC(=O)CCc2nc(-c3ccccc3F)no2)c(OC)c1
→ 3.4%	-1.0%	-1.9%	-21.9%	2.5%	-0.1%	1.9%	14.8%	38.4%
> Cc1ncc(CN2CCCC(C(=O)Nc3ccc(-c4ccco4)cc3)C2)cn1 (configuration not stated)
→ 1.5%	9.9%	27.6%	-15.1%	12.5%	0.0%	-5.9%	0.0%	-54.1%
> Nc1nc(N2CCCCC2)nc(N2CCCCC2)n1
→ -0.9%	1.2%	1.0%	12.3%	2.2%	0.3%	-8.1%	7.1%	-3.9%
> O=C1c2ccccc2C(=O)N1CCCCSc1nc2ccccc2o1
→ -0.8%	-2.0%	-3.6%	-10.6%	-3.7%	-0.1%	-8.8%	0.8%	1.0%
> FC(F)(F)c1ccc(C2[C@H]3CN(Cc4ccc(-c5ccccc5)cc4)[C@H](c4ccccc4)C34CC2(c2ccccc2)C4)cc1 (some centres not stated)
→ 2.9%	4.8%	-2.6%	-1.2%	-0.7%	0.8%	-2.1%	14.1%	9.7%
> Cc1ccn2c(-c3csc(NCc4ccco4)n3)c(C)nc2c1
→ 0.1%	-0.3%	8.87µM*	18.6%	3.6%	0.1%	-18.4%	-1.9%	9.9%
> COc1ccc(N(CC(=O)NN=C2CCCC2)S(=O)(=O)c2ccccc2)cc1
→ -2.6%	-1.1%	-5.0%	-26.0%	1.7%	0.5%	8.5%	5.1%	-11.9%
> Cc1ccc(Nc2ncc3c(n2)CC(C)(C)CC3=O)cc1
→ -1.6%	0.1%	13.4%	-49.8%	-2.8%	-0.1%	-8.9%	-2.0%	3.5%
> O=C(Nc1cccc([N+](=O)[O-])c1)c1ccc2c(c1)OCCO2
→ 0.7%	3.5%	-0.6%	-34.0%	-3.7%	0.5%	-6.0%	6.4%	nt
> N/C(Cc1cccs1)=N\OC(=O)COc1ccc(Br)cc1
→ 0.0%	1.1%	-4.0%	-14.2%	-1.1%	0.3%	-9.3%	-8.2%	-12.5%
> CC(C)N1C(=O)CCC1C(=O)NCc1ccco1 (configuration not stated)
→ -4.1%	-0.6%	37.6%	-4.2%	1.5%	0.7%	5.4%	5.6%	7.3%
> Cn1c(CN2CCOCC2)nc2cc(NC(=O)c3ccccc3Cl)ccc21
→ 0.3%	-0.7%	-8.5%	-10.3%	-6.5%	-0.1%	5.7%	-3.8%	1.5%
> O=C(c1ccc(Cl)cc1)C(CN1CCCC1)c1ccccc1 (configuration not stated)
→ -2.7%	-0.1%	1.4%	7.9%	7.2%	10.6%	15.1%	6.2%	-63.3%[20 µM]
> Cc1nn(Cc2ccccc2)c(N)c1-c1ccccc1
→ -1.5%	-0.5%	0.4%	16.4%	-1.5%	0.2%	-4.2%	-8.0%	1.8%
> COc1ccc(CNC(=O)N2CCN(c3ccccc3)CC2)cc1
→ 5.7%	0.6%	-0.4%	-34.4%	0.3%	-0.1%	2.3%	1.0%	-27.4%
> O=C(Nc1ccc(-c2csnn2)cc1)C1CC1
→ -1.0%	-1.1%	-8.8%	0.2%	nt	0.1%	0.5%	12.7%	13.5%
> COc1cccc(N2C(C(C)=O)=NN(c3ccccc3)C2c2ccc(N3CCOCC3)cc2)c1 (configuration not stated)
→ -5.1%	-2.6%	5.4%	1.1%	-2.2%	-0.3%	13.6%	17.6%	-15.6%
> CC1C(=O)CC(c2ccco2)NC1c1ccco1 (configuration not stated)
→ -4.5%	-0.9%	3.0%	1.8%	1.8%	-0.1%	-10.8%	0.1%	-33.5%
> CCOC(=O)N1CCN(C(=S)NC(=O)c2ccc(F)c(F)c2)CC1
→ 0.6%	0.5%	-1.9%	-21.1%	-3.0%	0.3%	-0.2%	16.7%	5.9%[20 µM]
> COc1ccc(Cl)cc1NC(=O)CN1CCC(n2nnc3cc(F)ccc32)CC1
→ 2.9%	1.2%	-1.6%	-19.9%	25.0%	-0.3%	-1.8%	-3.5%	-1.8%
> COc1cc(CNCc2cccs2)ccc1OCC(=O)NC(C)(C)C
→ 2.3%	-2.4%	4.6%	10.4%	-1.7%	-0.1%	13.6%	8.0%	-4.6%
> Cn1c(C(=O)OC(C(=O)NC2CCCC2)c2ccncc2)cc2sccc21 (configuration not stated)
→ 0.1%	-1.5%	7.3%	-18.6%	7.5%	-0.3%	-11.1%	9.0%	9.3%
> Cc1ccc(C)c(N(CC(=O)NC2CCCC2)C(=O)c2cc3cc4cc(C)ccc4nc3s2)c1
→ 0.1%	-0.6%	2.3%	-108.1%	1.4%	-0.1%	-9.4%	-6.3%	15.9%
> Cc1cccc(OC(=O)c2cncc(Br)c2)c1
→ -2.3%	-0.2%	-9.8%	-27.7%	-1.9%	0.7%	7.2%	-7.9%	18.7%
> CCN(CC(=O)Nc1ccc(C(=O)OC)cc1)Cc1ccccc1
→ 4.5%	1.3%	-7.5%	-10.5%	1.9%	-0.1%	-3.7%	-6.8%	-23.4%[20 µM]
> Cc1ccccc1NC(=O)C1CCCN(S(=O)(=O)c2c(C)noc2C)C1 (configuration not stated)
→ 3.9%	-1.7%	-2.7%	3.0%	-3.3%	0.0%	5.5%	2.0%	7.8%
> CCc1nnc(NC(=O)CSCc2cc(=O)n3nc(C(C)C)sc3n2)s1
→ 3.1%	-2.8%	7.3%	11.7%	0.4%	-0.2%	2.2%	16.1%	-27.5%
> CCN(c1ccccc1)S(=O)(=O)c1cccc(C(=O)NCC(c2cccs2)N(C)C)c1 (configuration not stated)
→ 6.9%	0.1%	-8.0%	-14.6%	-3.6%	-0.3%	15.7%	0.0%	9.3%
